DRD3 agonist = agonists of human D3 dopamine receptor; 0.58% of 410,000 active; D3R DiscoveRx beta-arrestin cells, luminescence, 90 min; max activation, %; P35462; in the data active = max activation above about 30%; note: 0% is about no effect; mostly tested at two doses, the higher about 12 µM
Target sequence (P35462 whole entry, looked up): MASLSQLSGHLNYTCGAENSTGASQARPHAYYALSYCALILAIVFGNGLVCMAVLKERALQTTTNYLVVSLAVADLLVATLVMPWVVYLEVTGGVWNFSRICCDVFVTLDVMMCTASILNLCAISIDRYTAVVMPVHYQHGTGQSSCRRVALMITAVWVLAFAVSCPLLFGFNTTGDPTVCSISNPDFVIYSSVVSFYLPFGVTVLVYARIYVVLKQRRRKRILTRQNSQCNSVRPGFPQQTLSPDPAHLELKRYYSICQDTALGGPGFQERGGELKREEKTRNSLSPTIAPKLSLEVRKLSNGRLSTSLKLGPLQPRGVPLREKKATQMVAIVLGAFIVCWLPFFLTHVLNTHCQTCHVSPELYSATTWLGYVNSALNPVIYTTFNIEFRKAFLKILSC
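Cells at 1500/well, incubated overnight, then treated with pinned compounds (dopamine as control) for 90 min at 37 degrees C. DiscoveRx reagent added for 30 - 60 minutes at room temperature; luminescence read.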
D3 antag = antagonists of human D3 dopamine receptor; P35462; D3R cells, DiscoveRx beta-arrestin luminescence, antagonist mode; hits give low values; max response, negative = inhibition, %; 2.5% of 360,000 active; AID 652054; in the data active = max response below about -50%; inconclusive = no clear call, values can overlap the other calls; note: % is set by controls: 0 for no effect and ±100 for the full control effect; mostly tested at two doses, the higher about 12 µM
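Cells plated overnight at 1500 cells/well, then exposed to library compounds with dopamine controls for 90 minutes at 37 degrees C. DiscoveRx reagent added for 30–60 minutes at room temperature; luminescence read, quantitative HTS format.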
FUS suppressor = suppressors of FUS proteinopathy in yeast. 0.24% of 390,000 active. S. cerevisiae FUS-expressing, growth rescue, OD600, 24 h. Potency, µM (highest dose often 76.6 µM), without a hit: at the highest dose growth rescue (activation), hits mostly activators;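 note: potency is the fitted concentration of half-maximal effect; plate controls were DMSO vehicle for no effect and reference control for full effect; nearly all actives have a fitted effect of over 55% in size; some results filed as inactive show a strong effect at the top dose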
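Absorbance at 600 nm, taken 24hr after compound addition, measured rescue of FUS-yeast growth at 30C. Induction used 2% galactose with seeding at OD 0.005. Controls: CP55940 from 92uM final, DMSO only.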
aSyn yeast inh = inhibitors of alpha-synuclein toxicity in yeast; 0.14% of 370,000 active; Potency, µM (series often up to 46.1 µM), for the others: top-dose growth rescue (activation), usual class: activators; Yeast expressing alpha-synuclein, growth rescue, BacTiter-Glo, 24 h; note: potency is the fitted concentration of half-maximal effect; % of control where 0% means no effect; nearly all actives have a fitted effect of over 65% in size
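Galactose-induced alpha-syn yeast (OD600=0.02, raffinose-pregrown) + pinned cpd, 24 hr, 30 deg C; growth by BacTiter-Glo luminescence. Growth restoration scores as activation.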
TDP-43 yeast inh = inhibitors of TDP-43 toxicity in yeast. Potency, µM (series often up to 46.1 µM), inactives show at the top dose growth rescue (activation), actives largely listed as activators. TDP-43 expressing yeast growth rescue, BacTiter-Glo, 24 h. 1.8% of 410,000 active; note: potency is the fitted concentration of half-maximal effect; % of control where 0% means no effect; nearly all actives have a fitted effect of over 50% in size
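Yeast expressing TDP-43 (pregrown in raffinose, seeded at OD600=0.02 in galactose medium) exposed to compounds 24 hr at 30 deg C. Growth read by BacTiter-Glo luminescence; rescue of toxicity appears as increased signal.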
EPAC2 antagonist = EPAC2 (human) antagonism | EPAC2 GEF exchange of Rap1B-BODIPY-GDP, fluorescence | Potency, µM (top dose mostly 114 µM), without a hit: at the top dose activity, negative = inhibition, hits mostly inhibitors | 0.18% of 360,000 active; note: potency is the fitted concentration of half-maximal effect; % is set by controls: 0 for no effect and ±100 for the full control effect; nearly all actives have a fitted effect of over 45% in size; many of its hits are not listed in these tables
Abeta rescue = compounds reversing amyloid beta toxicity in yeast; Potency, µM (highest dose often 46.1 µM), inactives show at the top dose growth rescue, usual class: activators; yeast expressing A-beta42, growth rescue, OD600, 48 h; response scale: 0% DMSO, 100% iron-clioquinol control; 0.063% of 410,000 active; note: potency is the fitted concentration of half-maximal effect; nearly all actives have a fitted effect of over 55% in size
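Yeast A-beta toxicity model in growth medium with pinned compounds, 48 h at 30 C; growth read as absorbance at 600 nm. Normalized to FeCl3/clioquinol equimolar mix (positive) and DMSO (negative).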
EPAC2 agonist = activates human EPAC2 exchange factor | Q8WZA2 | EPAC2 activation, biochemical qHTS; response scale: 100% = 6.5 mM cAMP response | Potency, µM (series often up to 154 µM), for inactives: top-dose activation, hits mostly activators | 0.079% of 360,000 active | AID 720711; note: potency is the fitted concentration of half-maximal effect; nearly all actives have a fitted effect of over 50% in size
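Setup: EPAC2 100 nM, labeled Rap1B complex 250 nM, free GDP 50 uM. Compound titrations pinned in, brief spin, 5 min room temperature incubation. Kinetic fluorescence read over 30 min, normalized to 6.5 mM cAMP.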
* = called active by the depositor; ? = inconclusive; nt = no result given; [ ] = remark or other dose. Unless noted, calls come from the whole dose curve; as a rule, active = well fitted curve in the direction sought with a large enough effect; inconclusive = small, poorly fitted or top-dose-only effect, or another doubt; inactive = no such curve, though single readings can be large; an effect the other way counts as inactive or inconclusive. A portion of the library. The share of hits here may be higher or lower than overall.

SMILES	DRD3 agonist	D3 antag	FUS suppressor	aSyn yeast inh	TDP-43 yeast inh	EPAC2 antagonist	Abeta rescue	EPAC2 agonist
Cc1ccc(S(=O)(=O)N2c3ccccc3NC(=O)C2CC(=O)Nc2ccccc2)cc1 (stereo not given)	0	-17	-7%	1%	13%	-3%	27%	-11%
CN(C)c1ccc(/C=N/N=C2/NC(=O)/C(=C/c3ccc([N+](=O)[O-])cc3)S2)cc1	-9	?	7%	16%	1%	21%	-27%	-4%
O=C(Cc1ccc([N+](=O)[O-])cc1)NC1CCCCCC1	-4	-21	-7%	-3%	-8%	1%	13%	8%
CC(C)(C)NC(=O)CN1C(=O)c2cccc3cccc1c23	2	-2	-65%	-1%	11%	-3%	7%	9%
Cc1nn(-c2ccccc2)c(N)c1C(O)(CSc1nccn1C)C(F)(F)F (stereo not given)	1	-5	16%	-3%	7%	-3%	8%	4%
Cc1ccc(C(=O)Oc2ccc(Cl)c3cccnc23)cc1[N+](=O)[O-]	-29	-126*	nt	-48%[inhibitor]	?	-2%	-15%	3%
C[C@@H](CN=[N+]=[N-])CN1CC[C@H](NC(=O)OCc2ccccc2)CCC1=O	2	6	2%	7%	0%	6%	-6%	6%
Cc1cccc(N(CC(=O)NC2CC3CCC2C3)S(=O)(=O)c2ccccc2)c1 (stereo not given)	2	0	24%	-10%	1%	-7%	-30%	13%
COc1ccc(Cc2nnc(NC(=O)Nc3ccc(F)cc3)s2)cc1OC	-4	4	-2%	-5%	-10%	5%	-22%	3%
Cc1ccc(N(C)S(=O)(=O)c2cc(-c3cnc(C4CC4)o3)ccc2C)cc1	17	79	-17%	-11%	-15%	-21%	-7%	10%
COc1ccc(NS(=O)(=O)c2ccc(NC(=S)NCC3CCCO3)cc2)cc1 (stereo not given)	0	-11	20%	1%	-14%	-1%	-10%	2%
CCOc1ccc(NC(=O)CNC(=O)c2ccc(OC)c(OC)c2)cc1	-11	-54*	4%	2%	13%	-7%	12%	4%
COc1ccc(NC(=O)CSc2nncn2N)c(OC)c1	0	6	-21%	1%	3%	4%	11%	4%
COc1ccc(OC)c(NC(=O)CCC(=O)Nc2nnc(C(F)(F)F)s2)c1	0	-13	-6%	-1%	-10%	0%	-7%	-11%
COc1ccccc1C(=O)NCc1ccccn1	0	1	-3%	-1%	-1%	9%	-4%	0%
CC(C)(C)c1nnc2sc(SCC(=O)c3ccccc3)nn2c1=O	1	-20	5%	-12%	-3%	-7%	-11%	-1%[15.6 µM]
CC1(C(=O)Nc2ccccc2Cc2ccccc2)CCN1CCc1ccccc1 (stereo not given)	-2	2	-9%	0%	-19%	?	-5%	2%
Cc1cc(Oc2ccc(-c3nnc(-c4ccccc4)o3)cc2[N+](=O)[O-])ccc1Cl	-8	-28	nt	-6%	-15%	11%	-2%	2%
Cc1ccc(-c2c3c(nc4sc(C(N)=O)c(N)c24)CCCC3)o1	-2	?	nt	20%	2%	-7%	5%	14%
COc1cccc(Nc2nc(N)nc(-c3oc4ccccc4c3C)n2)c1	4	23	23%	2%	?	-6%	-22%	15%
CC1=CC(C)(C)n2c(O)c(N=NC(N)=S)c3c(C)c(C)cc1c32	2	8	-38%	-2%	8%	-1%	4%	8%
CSCC[C@H](NC(=O)[C@@H]1Cc2ccccc2CN1)C(=O)Nc1ccc2c(c1)OCCO2	-11	-4	10%	2%	-5%	-9%	5%	-1%
COc1ccc(C(=O)NC(=S)Nc2ccc3oc(=O)ccc3c2)cc1	24	20	8%	1%	14%	-2%	7%	2%
O=C(Nc1ccc2nc3n(c(=O)c2c1)CCCCC3)C(=O)Nc1ccccc1F	6	nt	10%	nt	18%	nt	-5%	nt
CC(=O)N1CCCN(C(=O)c2ccc3nc(Cc4cccc(Cl)c4)oc3c2)CC1	-10	-10	11%	-2%	-5%	-1%	-1%	5%

An excerpt from above in order of formula weight, high to low.
SMILES	DRD3 agonist	D3 antag	FUS suppressor	aSyn yeast inh	TDP-43 yeast inh	EPAC2 antagonist	Abeta rescue	EPAC2 agonist
Cc1ccc(S(=O)(=O)N2c3ccccc3NC(=O)C2CC(=O)Nc2ccccc2)cc1 (stereo not given)	0	-17	-7%	1%	13%	-3%	27%	-11%
CC(=O)N1CCCN(C(=O)c2ccc3nc(Cc4cccc(Cl)c4)oc3c2)CC1	-10	-10	11%	-2%	-5%	-1%	-1%	5%
COc1ccc(OC)c(NC(=O)CCC(=O)Nc2nnc(C(F)(F)F)s2)c1	0	-13	-6%	-1%	-10%	0%	-7%	-11%
Cc1cccc(N(CC(=O)NC2CC3CCC2C3)S(=O)(=O)c2ccccc2)c1 (stereo not given)	2	0	24%	-10%	1%	-7%	-30%	13%
Cc1nn(-c2ccccc2)c(N)c1C(O)(CSc1nccn1C)C(F)(F)F (stereo not given)	1	-5	16%	-3%	7%	-3%	8%	4%
O=C(Nc1ccc2nc3n(c(=O)c2c1)CCCCC3)C(=O)Nc1ccccc1F	6	nt	10%	nt	18%	nt	-5%	nt
Cc1ccc(N(C)S(=O)(=O)c2cc(-c3cnc(C4CC4)o3)ccc2C)cc1	17	79	-17%	-11%	-15%	-21%	-7%	10%
C[C@@H](CN=[N+]=[N-])CN1CC[C@H](NC(=O)OCc2ccccc2)CCC1=O	2	6	2%	7%	0%	6%	-6%	6%
CCOc1ccc(NC(=O)CNC(=O)c2ccc(OC)c(OC)c2)cc1	-11	-54*	4%	2%	13%	-7%	12%	4%
CC1=CC(C)(C)n2c(O)c(N=NC(N)=S)c3c(C)c(C)cc1c32	2	8	-38%	-2%	8%	-1%	4%	8%
Cc1ccc(-c2c3c(nc4sc(C(N)=O)c(N)c24)CCCC3)o1	-2	?	nt	20%	2%	-7%	5%	14%
COc1ccc(NC(=O)CSc2nncn2N)c(OC)c1	0	6	-21%	1%	3%	4%	11%	4%
CC(C)(C)NC(=O)CN1C(=O)c2cccc3cccc1c23	2	-2	-65%	-1%	11%	-3%	7%	9%

2 entries from above, with values under each structure:
Results follow in this order: DRD3 agonist | D3 antag | FUS suppressor | aSyn yeast inh | TDP-43 yeast inh | EPAC2 antagonist | Abeta rescue | EPAC2 agonist
> Cc1ccc(S(=O)(=O)N2c3ccccc3NC(=O)C2CC(=O)Nc2ccccc2)cc1 (stereo not given)
    0 | -17 | -7% | 1% | 13% | -3% | 27% | -11%
> CN(C)c1ccc(/C=N/N=C2/NC(=O)/C(=C/c3ccc([N+](=O)[O-])cc3)S2)cc1
    -9 | ? | 7% | 16% | 1% | 21% | -27% | -4%

More compounds.
SMILES	DRD3 agonist	D3 antag	FUS suppressor	aSyn yeast inh	TDP-43 yeast inh	EPAC2 antagonist	Abeta rescue	EPAC2 agonist
CS/C(=N\S(=O)(=O)c1cccs1)Nc1ccc(F)c(Cl)c1	-4	-20	nt	-1%	-3%	-11%	-29%	17%
COc1ccc(OC)c(NC(=O)COC(=O)COc2c(Cl)cc(Cl)c3ccc(C)nc23)c1	-11	-17	18%	1%	-6%	-8%	-6%	-2%
Brc1ccc2c(c1)C(C1=NCCN1)c1ccccc1CS2 (stereo not given)	-4	-10	-4%	1%	2%	3%	-4%	14%
NS(=O)(=O)c1ccc(NC(CNS(=O)(=O)c2ccccc2)c2ccccc2)cc1 (stereo not given)	0	1	17%	-4%	-16%	-8%	4%	4%
Cc1nc(-c2ccccc2)sc1-c1ccc(SCC(=O)Nc2ccc(F)cc2F)nn1	7	nt	-14%	nt	16%	nt	-5%	nt
CC(C)(C)NC(=O)C[n+]1ccc(C(N)=O)cc1	-4	-6	-5%	35µM*	1%	3%	-8%	6%
CSC(=NNC(=O)c1ccc(O)cc1)SC	-8	-9	10%	-4%	-7%	-9%	3%	5%
CCOC(=O)N1CCN(c2nc(-c3ccccc3)c3cc(C)ccc3n2)CC1	2	51	-20%	-2%	20%	7%	-10%	-12%
CCCCCCOc1ccc(/C=C/C(=O)N2CCOCC2)cc1OC	1	3	21%	-3%	25%	0%	12%	7%
COc1ccc(NC(=O)N2c3ccccc3CC2C)cc1OC (stereo not given)	6	?	3%	nt	13µM*	15%	-12%	5%
CCN(C(=O)CSc1nnc(-c2ccncc2)n1-c1ccccc1)C1CCS(=O)(=O)C1 (stereo not given)	5	-10	7%	-9%	1%[9.22 µM]	-6%	-7%	10%
Cc1ccc(N=C2C(=O)Nc3ccc(Br)cc32)cc1	-20	-67*	8%	9%	-2%	4%	?	11%
COCC1CCN(Cc2cn(-c3ccccc3F)nc2-c2cc(C)sc2C)CC1	-30	-84*	20%	-3%	-16%	-6%	-5%	-7%
O=C(CSc1nnc(CNC(=O)c2ccccc2)o1)NCCc1ccccc1	-19	-68*	nt	-5%	15%	4%	10%	7%
Clc1ccc(-c2cn3cccnc3n2)cc1	-7	-1	-18%	10%	12%	16%	9%	3%
COc1cccc(NC(=O)c2c(C)cc(C)cc2CC(C)(C)C(=O)O)c1	-4	6	33%	-5%	-27%	1%	-2%	5%
Cc1cccc2cc(C(c3nnnn3C(C)(C)C)N(Cc3ccco3)CC3CCCO3)c(=O)[nH]c12 (stereo not given)	0	-3	25%	5%	17%	-1%	?	-4%
COCCN(C(=O)COC(=O)CCn1c(C)csc1=O)c1c(N)n(Cc2ccccc2)c(=O)[nH]c1=O	1	6	13%	1%	-11%	-6%	11%	2%
COC(=O)[C@@]12CCCCN1[C@H](c1ccc(-c3ccc4c(c3)OCO4)c(OC)c1)[C@@H]1C(=O)N(C)C(=O)[C@@H]12	-8	-5	11µM*	15%	13µM*	5%	13%	19%
COC(=O)C1=CN(c2cccc(Cl)c2)C=C(C(=O)OC)C1c1cccc(OC)c1	12	-14	12%	0%	1%	?	-7%	6%
Cc1cc(-n2c(C)cc(C(=O)CSc3nnnn3-c3ccc(Cl)cc3)c2C)no1	1	7	5%	2%	2%	5%	-2%	7%
O=C(C1CCCN(Cc2cccc(F)c2)C1)N1CCCCC1 (stereo not given)	-8	-73*	7%	1%	-5%	4%	-18%	6%
CC(C)(C)OC(=O)NC1CC2CCCC(C1)N2Cc1ccccc1 (stereo not given)	-21	-85*	17%	2%	-15%	20%	-9%	2%

Assay outcomes: PubChem BioAssay, National Center for Advancing Translational Sciences (NCATS)
